# From PubChem BioAssay
# IDH1 R132H inh = qHTS for Inhibitors of mutant isocitrate dehydrogenase 1 (IDH1): qHTS | 390,000 compounds, 0.093% hits | Isocitrate dehydrogenase [NADP] cytoplasmic (Homo sapiens), O75874 | IDH1-R132H enzyme, NADPH consumption, diaphorase/resazurin fluorescence | Potency, µM (series often up to 76.6 µM), for inactives: at the top dose activity change, negative = inhibition, most hits filed as inhibitors; further: potency means the concentration at half of the fitted maximal effect; on the % scale 0 is the no-effect control and ±100 the full control effect; nearly all actives have a fitted effect of over 65% in size
#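 IDH1-R132H (0.5 ug/mL dispensed) in pH 7.5 Tris buffer was preincubated 30 min with compound, then given a substrate mix of 0.016 mM NADPH and 2 mM alpha-KG for 80 min at room temperature; remaining NADPH was read by diaphorase/resazurin fluorescence.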
# TrxR1 substrate = qHTS Assay for Substrates of Mammalian Selenoprotein Thioredoxin Reductase 1 (TrxR1): qHTS | Thioredoxin reductase 1, cytoplasmic (Rattus norvegicus), O89049 | purified TrxR1 substrate turnover, NADPH consumption readout | Potency, µM (top dose mostly 114 µM), for the others: at the top dose activity change, negative = substrate turnover | 390,000 compounds, 0.01% hits; further: potency means the concentration at half of the fitted maximal effect; on the % scale 0 is the no-effect control and ±100 the full control effect; nearly all actives have a fitted effect of over 50% in size
# Target sequence (O89049 whole entry, looked up): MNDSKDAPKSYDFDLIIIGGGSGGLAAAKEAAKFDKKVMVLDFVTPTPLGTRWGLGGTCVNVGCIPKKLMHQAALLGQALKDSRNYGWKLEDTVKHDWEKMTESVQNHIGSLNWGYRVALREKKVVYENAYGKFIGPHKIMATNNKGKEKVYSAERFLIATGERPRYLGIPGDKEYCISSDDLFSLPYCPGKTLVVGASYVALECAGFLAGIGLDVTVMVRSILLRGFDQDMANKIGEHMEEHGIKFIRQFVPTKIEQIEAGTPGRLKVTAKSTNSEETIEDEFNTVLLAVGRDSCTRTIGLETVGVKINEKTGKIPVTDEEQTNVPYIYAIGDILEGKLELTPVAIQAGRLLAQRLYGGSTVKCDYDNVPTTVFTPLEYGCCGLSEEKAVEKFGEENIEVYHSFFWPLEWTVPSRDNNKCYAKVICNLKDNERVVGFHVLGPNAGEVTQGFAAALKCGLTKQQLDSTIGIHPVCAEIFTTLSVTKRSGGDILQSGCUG
#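 Rat TrxR1, dispensed at 90 nM, was prereduced with 400 uM NADPH (final) for 5 min at ~22 deg C, then incubated with compound 15 min before 400 uM selenite. A first-read NADPH fluorescence drop versus no-compound background flagged substrates.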
# TrxR1 inh = qHTS Assay for Inhibitors of Mammalian Selenoprotein Thioredoxin Reductase 1 (TrxR1): qHTS; 390,000 compounds, 1% hits; Potency, µM (titrated, usually from 114 µM), for inactives: top-dose activity change, negative = inhibition, actives largely listed as inhibitors; recombinant rTrxR1, NADPH fluorescence consumption, selenite substrate; further: potency means the concentration at half of the fitted maximal effect; on the % scale 0 is the no-effect control and ±100 the full control effect; nearly all actives have a fitted effect of over 65% in size
#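 Rat TrxR1 (90 nM in the dispensed reagent) was pre-reduced with 400 uM NADPH for 5 min at room temperature, then incubated with compound for 15 min. After 400 uM selenite was added, NADPH fluorescence (Ex 340/Em 450 nm) was followed for 8 min.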
# RGS4 inhibitor = Inhibitors of Regulator of G Protein Signaling (RGS) 4: qHTS; Transcreener GDP fluorescence polarization, RGS4-accelerated GTP hydrolysis; Regulator of G-protein signaling 4 (Homo sapiens), P49798; Potency, µM (doses to about 114 µM), for inactives: at the top dose activity change, negative = inhibition, most hits filed as inhibitors; AID 504845, 2011; 390,000 compounds, 0.039% hits; further: potency means the concentration at half of the fitted maximal effect; on the % scale 0 is the no-effect control and ±100 the full control effect; nearly all actives have a fitted effect of over 75% in size; some results filed as inactive show a strong effect at the top dose
# Target sequence (P49798 whole entry, looked up): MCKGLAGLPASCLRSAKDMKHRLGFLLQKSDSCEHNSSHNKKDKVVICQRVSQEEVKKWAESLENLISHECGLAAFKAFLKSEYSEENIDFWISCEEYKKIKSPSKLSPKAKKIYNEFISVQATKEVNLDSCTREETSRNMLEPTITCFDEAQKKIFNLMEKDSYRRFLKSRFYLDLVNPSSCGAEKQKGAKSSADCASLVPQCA
#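 MLSMR compounds (23 nl, pin-transferred) preincubated 10 min at room temperature with a 500nM (2x) first reagent, then RGS4 at 900nM (2x) plus Transcreener GDP mix added; fluorescence polarization (620/688 nm) read before and after 90 min at 30 °C.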
# Vif-APOBEC3G blk = qHTS for Inhibitors of Vif-A3G Interactions: qHTS; DNA dC->dU-editing enzyme APOBEC-3G (Homo sapiens), Q9HC16; HeLa A3G-eYFP + Vif (tagged APOBEC3G with the HIV-1 protein that degrades it), YFP fluorescence, overnight; Potency, µM (top dose mostly 46.1 µM), without a hit: at the top dose activity, negative = active, most hits filed as inhibitors; 410,000 compounds, 0.076% hits;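 further: potency means the concentration at half of the fitted maximal effect; on the % scale 0 is the no-effect control and ±100 the full control effect; nearly all actives have a fitted effect of over 60% in size; hits raise eYFP signal because A3G escapes Vif-driven loss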
# Target sequence (Q9HC16 whole entry, looked up): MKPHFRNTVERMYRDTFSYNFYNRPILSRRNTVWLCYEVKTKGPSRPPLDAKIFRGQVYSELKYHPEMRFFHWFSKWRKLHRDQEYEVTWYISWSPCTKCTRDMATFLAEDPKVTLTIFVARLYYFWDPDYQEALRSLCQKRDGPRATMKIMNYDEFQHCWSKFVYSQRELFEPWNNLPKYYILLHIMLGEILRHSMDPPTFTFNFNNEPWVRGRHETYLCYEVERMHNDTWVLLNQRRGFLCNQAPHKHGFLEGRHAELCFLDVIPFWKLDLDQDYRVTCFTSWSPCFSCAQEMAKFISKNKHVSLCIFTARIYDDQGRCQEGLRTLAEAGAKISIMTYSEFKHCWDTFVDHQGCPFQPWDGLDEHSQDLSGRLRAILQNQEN
#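 Read-out is eYFP fluorescence (Ex 488/Em 500-530) from Vif-expressing HeLa A3G-eYFP cells; more signal means A3G escaped Vif-mediated degradation. Cells plated overnight, compound pinned in, incubated overnight at 37 deg C.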
# Glioma ERSR ind = qHTS for Inducers of the Endoplasmic Reticulum Stress Response (ERSR) in Human Glioma: qHTS; Potency, µM, inactives show at the highest dose activation, usual class: activators; U87-MG GRP78 promoter luciferase reporter, 16 h; 420,000 compounds, 0.02% hits; further: potency means the concentration at half of the fitted maximal effect; series mostly up to about 76 µM; % of control where 0% means no effect; nearly all actives have a fitted effect of over 35% in size
#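 Stably transfected U87-MG human glioma cells carrying a GRP78-based luminescent sensor were seeded at 1000 cells/well, pin-dosed with compounds and incubated 16 h. Luciferase reagent was then added, and end-point luminescence was read after 10 min at room temperature.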
# LDHA inh = qHTS assay for inhibitors of human lactate dehydrogenase; L-lactate dehydrogenase A chain (Homo sapiens), P00338; activity change, % (values are at about 110 or 230 µM); purified LDHA, NADH/diaphorase-resazurin fluorescence; stronger effect = lower value; 480,000 compounds, 0.15% hits; in the data active means activity change below about -30%; inconclusive means mostly about -25% to -30%;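 further: plate controls were DMSO wells for no effect and wells without enzyme for full effect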
#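 LDH5 2 nM; NADH 0.06 mM, pyruvate 0.2 mM; 200 mM Tris pH 7.4, EDTA, Tween-20; 5 min RT. Detection: diaphorase 0.133 mg/mL + resazurin 37 µM, fluorescence ex540/em590 at 0 and 20 min; normalized to enzyme-free and DMSO wells.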
# Vif-A3F inh = qHTS for Inhibitors of Vif-A3F Interactions: qHTS | Potency, µM (highest dose often 46.1 µM), inactives show at the top dose activity, negative = active | 390,000 compounds, 0.2% hits | HeLa A3F-eYFP + Vif (tagged APOBEC3F with the HIV-1 protein that degrades it), YFP fluorescence increase; further: potency means the concentration at half of the fitted maximal effect; % of control where 0% means no effect; nearly all actives have a fitted effect of over 65% in size
#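 HeLa cells stably expressing A3F-eYFP plus Vif, plated and incubated overnight at 37 deg C, then exposed to compounds overnight at 37 deg C. Blocked degradation read as raised yellow fluorescence (Ex 488/Em 500-530).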
# USP1-UAF1 inh = Inhibitors of USP1/UAF1: Primary Screen. AID 743255, 2014. 390,000 compounds, 0.23% hits. Ubiquitin carboxyl-terminal hydrolase 1 (Homo sapiens), O94782. Potency, µM (highest dose often 57.1 µM), without a hit: at the highest dose activity change, negative = inhibition, actives largely listed as inhibitors. recombinant USP1/UAF1, Ub-Rhodamine cleavage fluorescence; further: potency means the concentration at half of the fitted maximal effect; on the % scale 0 is the no-effect control and ±100 the full control effect; nearly all actives have a fitted effect of over 60% in size; inactives centre near -12
#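 In this screen, compounds sit with the deubiquitinase complex (1nM) for 15 min at room temperature before Ub-Rho is added at 150nM final. Fluorescence rise is then followed for 6 reads every 60 seconds.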
# An asterisk follows results filed as active; ? = inconclusive; / = no result given; & = joins results of further samples; [ ] = dose if it differs, or a comment. Unless noted, the call rests on the fitted dose curve; in most records, active means well fitted curve in the direction sought with a large enough effect; inconclusive means small, poorly fitted or top-dose-only effect, or another doubt; inactive means no such curve, though single readings can be large; an effect the other way counts as inactive or inconclusive.
Molecule,IDH1 R132H inh,TrxR1 substrate,TrxR1 inh,RGS4 inhibitor,Vif-APOBEC3G blk,Glioma ERSR ind,LDHA inh,Vif-A3F inh,USP1-UAF1 inh
C(=N/Nc1nccs1)/c1cccnc1,-4%,5%,28%,-6%,-6%,0%,1,5%,?
Cc1sc2nc(C3CC3)nc(N3CCN(C(=O)c4ccc(Cl)cc4)CC3)c2c1C,-1%,1%[57.1 µM],21%[0.0914 µM],-21%,-5%,-4%,-1,7%,-23%
Cc1cccc(C(=O)OCc2cc(=O)n3ccsc3n2)c1,1%,4%[57.1 µM],11%[57.1 µM],9%,8%,2%,-2,2%,-8%
Cc1cc(C)c2c(n1)SCC(=O)N2CC(=O)Nc1ccc(F)cc1,16%,4%[57.1 µM],7%[57.1 µM],2%,0%,-5%,-5,1%,-20%
Cc1ccc(S(=O)(=O)N(CC(=O)NC2CCCC2)c2cccc(C)c2)cc1,5%,-8%,-11%,9%,0%,-4%,1,4%,-11%
Cc1noc(C)c1CSc1nc2ccccc2c(=O)n1-c1ccc(Cl)cc1,3%,-5%,5%,-26%,-21%,-4%,3,0%,-10%
COC(=O)C(CCSC)NC(=O)CNS(=O)(=O)c1ccc(F)cc1 (stereo not drawn),1%,-7%,-18%,-24%,-4%,-3%,-2,/,-13%
C#CCOCCOCCOCCNc1nc(N2CCN(C(=O)CCCCCCCCCCNC(=O)[C@@H](CCSC)n3cc(CCO)nn3)CC2)nc(N2CCN(C(=O)CCCCCCCCCCNC(=O)[C@H](CCC(=O)O)n3cc(CCCCCN)nn3)CC2)n1,13%,7%[57.1 µM],48%[activator][57.1 µM],-22%,-14%,-3%,1,2%,-11%
Cc1c(C(=O)N/N=C/c2ccc(N3CCOCC3)cc2)nc2ccccn12,-7%,-18%,-33%,4%,-8%,1%,-7,5%,-21%
CCN(CC)CCN1C(=O)c2oc3ccccc3c(=O)c2C1c1ccc(F)cc1 (stereo not drawn),3%,9%,19%,21%,0%,-4%,0,4%,-17%
CC(C)[C@H](NC(=O)C1CCN(S(=O)(=O)c2ccccc2)CC1)C(=O)NCc1ccco1,-5%,5%,14%,-8%[11.4 µM],6%,0%,-2,0%,-17%
CC12CN(C(=S)Nc3ccccc3)CC(C)(CN(C(=S)Nc3ccccc3)C1)C2=O,0%,-4%,-11%,-16%,2%,-4%,-7,4%,-11%
CCCC(C)c1nnc(NC(=O)C2CC(=O)N(c3ccc(OCC)cc3)C2)s1 (stereo not drawn),20%,4%,15%,-30%,0%,-4%,0,0%,-19%
COc1ccc(S(=O)(=O)N2CCOCC2)cc1NC(=O)C1CC(=O)N(c2ccc3c(c2)OCCO3)C1 (stereo not drawn),-1%,/,/,/,0%,-4%,-10,-4%,-19%
CCOC(=O)[C@H]1[C@H]2COc3ccc(OC)cc3[C@@H]2N2C(=O)CN(CCc3c[nH]c4ccccc34)C(=O)[C@@]12C,-10%,7%[57.1 µM],11%[57.1 µM],3%,2%,3%,-3,5%,-22%
COC(=O)Cn1c(=NC(=O)CN2C(=O)CCC2=O)sc2cc(S(N)(=O)=O)ccc21,9%,-14%,-15%,-29%,2%,-4%,-2,2%,-9%
O=C(NCCS(=O)(=O)N1CCN(c2ccc(F)cc2)CC1)c1cccc(C(F)(F)F)c1,-8%,-4%[57.1 µM],1%[57.1 µM],5%,9%,0%,-2,0%,-10%
Cc1cc2occ(CC(=O)N(C)CC(=O)Nc3ccccc3Br)c2cc1C,4%,-11%,-13%,9%,-4%,-1%,-4,-6%,-9%
Cc1ccc(CC2SC(=Nc3ccccc3)N(c3ccccc3)C2=O)cc1 (stereo not drawn),2%,-2%,5%,-26%,-9%,1%,3,-5%,-13%
CCN(C(=O)Cn1c(C(=O)OC)cc2oc3ccccc3c21)c1cccc(C)c1,-13%,27%,35%,10%,-6%,0%,0,1%,-8%
COCCOC(=O)C1=C(C)NC2=C(C(=O)CC(c3cccs3)C2)C1c1ccsc1 (stereo not drawn),0%,26%[57.1 µM],11%[57.1 µM],-7%,-8%,9%,-1,-4%,-8%
CC(=O)c1c(C)[nH]c(C(=O)COc2ccc3ccc(=O)oc3c2)c1C,3%,55%[activator],-14%,?,-1%,-3%,-1&-1,-10%,-8%
O=c1[nH]c2cc3c(cc2cc1CN(Cc1ccco1)C(=S)NCC1CCCO1)OCCO3 (stereo not drawn),0%,16%,-10%,15%[56.9 µM],?,-2%,-4,-8%,-15%
CCc1ccccc1N1C(=O)N(CC(=O)c2ccc(OC)cc2)c2ccccc2S1(=O)=O,-3%,0%[57.1 µM],15%[57.1 µM],-37%,0%,-2%,-5,2%,-10%
CC(C)c1ccc(S(=O)(=O)c2nnn3c2nc(N2CCCCC2)c2ccccc23)cc1,-10%,6%,-6%,23%,-1%,-3%,-4,1%,-12%
CCC1(c2ccccc2)C(=O)N(C(=O)OC(C)(C)C)N1C(=O)OC(C)(C)C (stereo not drawn),6%,-4%,?,-10%,3%,-4%,5,0%,-26%
CCOc1ccc(NC(=O)CN(C)CC(=O)Nc2ccccc2SC)cc1OCC,8%,-6%,-3%,-8%,2%,-3%,-2,-18%,-18%
Cn1cc(C(=O)NC2C3CC4CC(C3)CC2C4)cn1 (stereo not drawn),5%,23%,33%[activator],13%,2%,-4%,-5,3%,-1%
CCN(CC)CCn1c2c(c(SCC(=O)Nc3cccc4ccccc34)nc1=O)CCCC2,-4%,-4%,-4%,-2%,1%,-3%,3,0%,-2%
C=CCNC(=O)c1ccccc1NC(=O)C1CCN(S(=O)(=O)c2ccc(SC)cc2)CC1,0%,9%,18%[57.1 µM],-23%,-1%,-1%,-17,-11%,-20%
[O-][N+](=Cc1c(Cl)cccc1Cl)CC1(O)CCCCC1,2%,/,/,/,3%,-4%,-7,-1%,-29%
COc1cc(/C=N\Nc2nc3ccccc3[nH]2)cc(OC)c1OC,2%,-15%,17%[57.1 µM],23%[11.4 µM],-10%,-10%,-8,5%,4%
Nc1nc(-c2nonc2N)no1,1%,4%,8%,0%,5%,-2%,-9,-8%,-24%
COc1ccc2c(c1)C1NC(=S)NC(C)(O2)C1C(=O)Nc1ccc(C)cc1C (stereo not drawn),-2%,4%[57.1 µM],3%[57.1 µM],-24%,3%,-4%,-8,20%,4%
CCOC(=O)c1c(C)oc2cc(Sc3ccccc3)c(O)c(O)c12,5%,2%,13%,-20%,-2%,1%,12,-18%,-18%
COC(=O)c1ccccc1S(=O)(=O)NNC(=O)c1nn(C)c(=O)c2ccccc12,0%,5%[57.1 µM],-1%[57.1 µM],3%,0%,-4%,-5,-1%,-6%
COCCCNC(=O)CCc1nc(-c2ccccc2Cl)no1,1%,11%[57.1 µM],15%[57.1 µM],22%,-1%,0%,-8,-6%,-11%
COc1cc(C(CCN2CCCCC2)c2c(OC)cc(OC)c3c2OC(=O)CC3c2ccc(N(C)C)cc2)cc(OC)c1OC (stereo not drawn),/,-4%,23%[57.1 µM],3%,2%,-2%,/,/,/
CC(=O)Oc1ccc(C2C3=C(CC(C)(C)CC3=O)Nc3cc4c(cc32)OCCO4)cc1 (stereo not drawn),-16%,90%[activator],81%[activator],13%[11.4 µM],-11%,-3%,-5,-8%,-7%
Nc1nnc(SCC(=O)Nc2ccccc2N2CCOCC2)s1,4%,4%,11%,2%,2%,0%,-1,4%,-9%
Fc1ccc(CNc2nc(-c3ccccc3)nc3ccccc23)cc1,-7%,1%[57.1 µM],2%[57.1 µM],-19%,-7%,-2%,-2,-5%,?
CN1/C(=C/C(=O)C2CC2)C(C)(C)c2ccccc21,7%,-8%[57.1 µM],27%[57.1 µM],-11%,1%,-1%,4,?,?
O=[N+]([O-])c1ccc(N/N=C2/CCCCC2c2ccccn2)c([N+](=O)[O-])c1 (stereo not drawn),-8%,-8%,3.5µM*,-22%,2%,-3%,-9,-8%,-5%
CC(NC(=O)C1C2C=CC(C2)C1C(=O)O)c1ccccc1 (stereo not drawn),2%,4%,6%,-22%[56.9 µM],1%,-3%,-2,2%,-7%
CCN(CC)c1cccc(OCC(=O)N2c3ccccc3CC2C)c1 (stereo not drawn),0%,-2%,18%,-1%,5%,1%,6,-5%,-19%

# Only part of the results is shown; rates above refer to the full screens.
